Screening data (PubChem BioAssay)
UGM FP inh: Mtb UDP-galactopyranose mutase inhibition | purified UGM, fluorescence polarization probe displacement | inhibition, % at 10 µM | 320,000 compounds, 0.06% hits; in the data active = inhibition above about 10%, passing the limit was not always enough; inconclusive = no clear call, values can overlap the other calls
Target sequence (P9WIQ1 whole entry, looked up): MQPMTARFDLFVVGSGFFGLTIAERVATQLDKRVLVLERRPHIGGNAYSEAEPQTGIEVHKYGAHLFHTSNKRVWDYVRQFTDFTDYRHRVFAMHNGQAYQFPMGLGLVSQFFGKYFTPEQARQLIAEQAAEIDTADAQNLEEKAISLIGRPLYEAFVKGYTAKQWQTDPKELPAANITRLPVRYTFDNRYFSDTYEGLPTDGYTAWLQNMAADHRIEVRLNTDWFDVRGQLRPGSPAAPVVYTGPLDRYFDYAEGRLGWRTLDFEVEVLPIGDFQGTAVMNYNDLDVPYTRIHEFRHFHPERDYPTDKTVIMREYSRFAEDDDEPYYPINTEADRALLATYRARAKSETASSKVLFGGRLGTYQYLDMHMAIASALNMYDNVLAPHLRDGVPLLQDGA
FadD28 binding: M. tuberculosis FadD28 bisubstrate binding inhibition. FadD28 bisubstrate probe binding, fluorescence polarization. AID 588549. 360,000 compounds, 0.22% hits. inhibition, % at 12.5 µM; in the data active = inhibition above about 8.5%, passing the limit was not always enough; inconclusive = no clear call, values can overlap the other calls
BoNT-F LC inh: inhibitors of Botulinum neurotoxin F light chain protease | Multiplex microsphere protease cleavage assay, flow cytometry | inhibition, % at 10 µM | 360,000 compounds, 0.22% hits | AID 588497; in the data active = inhibition above about 35%, passing the limit was not always enough; inconclusive = no clear call, values can overlap the other calls; also: plate controls were buffer without enzyme for full effect and enzyme alone for no effect
PrPC TRFRET: inhibitors of human cell surface prion protein PrPC; inhibition, % at 13.8 µM; TR-FRET read-out; 370,000 compounds, 0.43% hits; in the data active = inhibition above about 24%; also: 0% = median of the test wells and 100% = reference compound wells
BioA inh: BioA (M. tuberculosis) enzyme inhibition; purified M. tuberculosis BioA enzyme, plate reader; AID 602481; 360,000 compounds, 0.096% hits; inhibition, % at 9.99 µM; in the data active = inhibition above about 40%; inconclusive = no clear call, values can overlap the other calls
FBA Mtb inh: inhibits M. tuberculosis FBA enzyme. purified M. tuberculosis FBA, fluorescence read-out. inhibition, % at 1 µM. 360,000 compounds, 2.3% hits; in the data active = inhibition above about 27%;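 also: 0% = vehicle and 100% = reference inhibitor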
Target sequence (P9WQA3 whole entry, looked up): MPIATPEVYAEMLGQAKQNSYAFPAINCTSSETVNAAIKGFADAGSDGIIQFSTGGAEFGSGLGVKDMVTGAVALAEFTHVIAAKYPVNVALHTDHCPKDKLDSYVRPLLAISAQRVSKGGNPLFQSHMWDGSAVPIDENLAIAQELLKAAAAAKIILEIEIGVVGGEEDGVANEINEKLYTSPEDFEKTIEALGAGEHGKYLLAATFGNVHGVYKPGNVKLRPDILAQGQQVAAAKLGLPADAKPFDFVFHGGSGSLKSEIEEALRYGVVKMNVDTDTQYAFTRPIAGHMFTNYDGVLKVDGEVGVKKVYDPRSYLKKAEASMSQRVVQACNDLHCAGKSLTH
CCHF vOTU inh: blocks the CCHF virus ovarian tumor domain protease. CCHFV vOTU protease, Pep-AMC fluorescence. inhibition, % at 11.5 µM. 370,000 compounds, 0.55% hits. AID 651958; also: 0% = vehicle wells with enzyme and 100% = no enzyme wells
BoNT-A LC inh2: BoNT A light chain protease inhibition | multiplex microsphere protease substrate cleavage, flow cytometry | 360,000 compounds, 0.17% hits | inhibition, % at 10 µM; in the data active = inhibition above about 30%; inconclusive = no clear call, values can overlap the other calls; also: plate controls were buffer without enzyme for full effect and enzyme alone for no effect
GDH-TPI inh: counter-screen for M. tuberculosis FBA inhibitors: GDH-TPI coupled enzymes; inhibition, % at 4.8 µM; AID 588335; GDH-TPI coupled enzyme counterscreen, NADH absorbance; 360,000 compounds, 1.2% hits;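 also: 0% = DMSO wells and 100% = wells lacking the enzyme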
Starred values were filed as active, the others as inactive; ? = inconclusive; . = not tested or not shown. Rule as the data show it, unless noted: active = inhibition above about 30%; inactive = the rest.

Results follow in this order: UGM FP inh	FadD28 binding	BoNT-F LC inh	PrPC TRFRET	BioA inh	FBA Mtb inh	CCHF vOTU inh	BoNT-A LC inh2	GDH-TPI inh
Cc1c(C(=O)NCc2ccccc2CN2CCCC2)oc2c(F)cccc12
→ -0.9	-1.5	3	-8	-1.5	2	2	-0.5	11
COc1cccc(N2CC(C(=O)NCc3n[nH]c(=O)c4ccccc34)CC2=O)c1 (stereo not drawn)
→ .	-1.2	-56	0	.	1	9	-29	4
O=C(CSc1nc2ccccc2s1)N1CCN(C(=O)c2ccco2)CC1
→ -3.5	-0.9	-9	5	6.8	-2	-7	-0.9	-7
CN(C)C(=O)C12CCC(C)(C(=O)C1Br)C2(C)C (stereo not drawn)
→ 0.9	-2.1	-26	5	-0.1	4	-6	-1.4	4
COC(=O)C1=C(C)N(CCCC(=O)O)C(=O)NC1c1cc2c(cc1[N+](=O)[O-])OCO2 (stereo not drawn)
→ -2.4	1.0	-3	-7	-1.5	3	4	-1.0	4
COCCNc1ncnc2c1cnn2Cc1ccccc1Cl
→ -1.0	.	7	5	-0.5	-1	-3	0.3	7
NC(N)=NNC(=O)c1ccccc1Cl
→ -1.9	-3.6	-2	10	.	-5	-2	0.4	-4
CCOC(=O)CN(C)Cc1cn[nH]c1-c1ccc2cc(OC)ccc2c1
→ 2.4	-4.3	-23	-6	-0.9	0	-4	-0.4	-10
O=C(NC1CCCC1)C1c2ccccc2OCC(=O)N1Cc1ccccn1 (stereo not drawn)
→ .	.	5	-1	.	.	-5	0.3	.
COc1ccc(CCNC(=O)Cn2cnc3c(nnn3Cc3ccc(C)cc3)c2=O)cc1OC
→ -1.2	-0.6	1	-3	-2.5	4	0	-0.3	7
O=C(NCC1CCN(Cc2ccccc2Cl)CC1)Nc1cccc(Cl)c1
→ -0.5	0.1	-1	-10	-2.2	1	6	1.0	-2
Cn1nc(-c2ccc(N3CCCCC3)c(NC(=O)c3ccco3)c2)c2ccccc2c1=O
→ -4.2	-3.3	-2	6	.	1	-6	?	2
CC1CCCCN1C(=O)CSc1nc2ccccc2n1CC(=O)N1CCc2ccccc21 (stereo not drawn)
→ 2.5	-0.3	-1	3	.	-1	1	0.2	-3
Cc1c(NC(=O)COC(=O)c2cccn2C)c(=O)n(-c2ccccc2)n1C
→ 1.1	-3.2	-1	-4	.	-1	6	0.3	12
O=Cc1ccc(-c2nc3ccccc3s2)o1
→ 0.6	-0.1	-1	-2	-0.7	33*	-34	1.9	18
CC(=O)N1CCN(c2nnnn2-c2ccccc2)CC1
→ -5.4	-0.5	7	7	0.5	0	3	0.3	-11
Cc1ccc(-c2nn(-c3ccccc3)cc2/C=N/NS(=O)(=O)c2ccccc2)cc1
→ 1.3	-1.5	-4	0	.	-1	6	-0.2	13
C=CCN(CC=C)Cc1cc(=O)oc2cc(C)ccc12
→ .	-3.2	-14	4	3.0	-2	-4	-0.7	.
COc1ccc2c(Cl)cc(NC(=O)Nc3c(C)cccc3C)nc2c1
→ .	-2.1	-8	1	-0.8	-2	-7	-1.2	6
Cc1ccc(Cc2nnc(SCC(=O)Nc3ccc(C)cc3C)[nH]c2=O)cc1
→ 0.0	-0.3	18	2	-0.5	7	25	2.5	5
CC1(C)CC(=O)c2sc(NC(=O)CCS(=O)(=O)c3ccccc3)nc2C1
→ 0.0	0.7	-8	1	-0.9	0	2	0.2	7
S=c1[nH]nc(COc2ccccc2)n1/N=C/c1ccccc1Br
→ 0.4	-1.5	2	5	1.6	2	-4	1.3	-4
C[C@H](O)[C@@H]1C(=O)N2CCc3c([nH]c4ccccc34)[C@@H]2C[C@@H]1N(C)C(=O)Nc1ccccc1
→ .	-2.2	5	-7	.	28*	-93	0.2	-4
COC(=O)c1oc2ccc(Br)cc2c1NC(=O)CCCN1C(=O)c2ccccc2C1=O
→ -0.3	0.8	-5	6	1.4	2	-4	-0.8	4
Cc1ccc(S(=O)(=O)N2CCOCC2)cc1NC(=O)CSc1nnc(COc2ccccc2F)n1N
→ .	-1.5	-6	4	0.2	-1	3	-0.2	3
CC(=O)N1C[C@H]2CON(C)[C@H]2C[C@H]1c1ccc(-c2ccccc2)cc1
→ .	2.0	2	11	-3.5	2	15	-0.1	-1
O=C(c1cnccn1)N1CCc2c([nH]c3ccccc23)C1c1cccc(Cl)c1 (stereo not drawn)
→ -0.3	-4.2	-6	5	1.0	-3	-7	-0.6	7
OC[C@@H]1CN(Cc2ccccc2)C[C@H](n2cnc3c(Nc4ccccc4)ncnc32)O1
→ .	-2.0	-7	7	2.6	26	24	-0.7	-1
CC1(C)Cc2[nH]c(=S)c(C#N)cc2CO1
→ 0.9	0.5	16	-1	0.5	10	5	0.5	4
O=C(c1ccccc1)c1ccc(C(=O)N2CCN(c3ccc(F)cc3)CC2)o1
→ -0.1	-0.3	-1	-3	0.9	-2	14	-0.3	3
O=C(N/C(=C/c1cccc([N+](=O)[O-])c1)C(=O)N1CCCC1)c1ccccc1
→ 5.6	-0.2	1	-2	-0.2	3	4	-0.8	13
CON(C)C(=O)CCC1CCCN1C(=O)OC(C)(C)C (stereo not drawn)
→ -2.9	-1.8	-3	.	-1.6	1	.	-0.3	8
O=C(N/N=C/c1ccco1)c1cc(-c2cccc3ccccc23)n[nH]1
→ -2.4	-7.4	-23	-5	-1.2	0	-4	0.9	22
COc1cc(/C=N/NC(N)=O)cc(Br)c1OCc1ccc(C)cc1
→ -0.4	-0.2	2	6	-1.4	1	-12	-0.3	6
COc1cccc(CCOC(=O)c2c(-c3ccsc3)oc3c2C(OC(C)=O)CCC3)c1 (stereo not drawn)
→ .	.	-1	2	.	.	10	-0.1	.
CCc1ccc2[nH]c(=O)c(CN(CCCN3CCOCC3)C(=O)Nc3ccccc3)cc2c1
→ 5.0	-1.4	-3	-8	-1.3	3	6	0.4	7
CCOc1cc(C(c2c(C)[nH][nH]c2=O)c2c(C)[nH][nH]c2=O)ccc1OC(=O)c1cccc([N+](=O)[O-])c1
→ 1.3	-3.2	-4	-7	2.1	-3	18	2.7	1
N#Cc1ccccc1NC(=O)Nc1cccs1
→ -0.1	3.1	4	-7	.	6	4	0.2	2
COC(=O)CC(=O)N1CCN(c2ccc(Cl)c(Cl)c2)CC1
→ 1.2	3.7	-4	8	.	8	-2	-0.2	1
COC(=O)c1cc(NC(=O)C23CCC(C)(C(=O)O2)C3(C)C)cc(C(=O)OC)c1 (stereo not drawn)
→ 0.9	-1.0	12	-6	-1.1	2	6	1.0	5
Cc1cccc2cc(/C=N/NC(=O)c3ccncc3)c(Cl)nc12
→ 0.8	-2.4	?	-1	-0.7	-1	3	-0.2	7
CCN(C[C@H]1N[C@@](Cc2ccccc2)(C(=O)OC)[C@H]2C(=O)N(Cc3ccccc3)C(=O)[C@@H]12)S(=O)(=O)c1ccc(F)cc1
→ -2.1	0.5	2	0	-1.8	-2	8	-0.3	7
Cc1cc(C)c2cc(CN(Cc3ccco3)C(=O)NCc3ccccc3)c(=O)[nH]c2c1
→ 0.4	-4.4	-13	0	0.1	7	21	-0.2	7
O=S(=O)(c1ccc(F)cc1)N1CCN(S(=O)(=O)c2ccc3c(c2)OCCO3)CC1
→ -0.1	-0.7	-4	-4	-2.7	-1	3	-0.7	14
COc1cccc(C(O)c2ncc(-c3ccccc3Cl)[nH]2)c1 (stereo not drawn)
→ .	-2.8	-1	-4	-0.3	-3	-13	-0.1	2
O=[N+]([O-])c1ccc(Nc2ccc(F)cc2)nc1
→ -0.6	-1.6	-15	-12	.	-1	23	-1.7	11
Clc1ccc(-c2nnc3n2-c2ccccc2SC3)cc1
→ -3.0	-3.1	-3	1	.	-2	-8	-0.4	5
O=C(O)c1ccccc1-c1ccccc1C(=O)Nc1ccc2c(c1)[nH]c(=O)c1ccccc12
→ -0.3	-30	6	7	0.1	7	23	-2.9	21
CCN(CC(=O)Nc1ccc(NC(C)=O)cc1)C(=O)/C=C/c1ccc(S(=O)(=O)N2CCCCCC2)cc1
→ -2.5	-4.1	-1	-4	-1.4	-2	4	-1.0	-7
O=C(Nc1nc(-c2ccc([N+](=O)[O-])cc2)cs1)c1c(F)cccc1F
→ -1.7	-0.2	13	4	-3.2	-2	-5	2.1	13
CC1CCCC(NC(=O)COC(=O)COc2ccc(Cl)cc2)C1C (stereo not drawn)
→ 1.2	0.8	-6	4	0.5	-2	1	1.0	0
Cc1cc([N+](=O)[O-])cc(C)c1OCC(=O)N/N=C/c1ccc(OC(=O)c2ccccc2)cc1
→ 1.8	-1.7	3	1	.	-1	-9	0.0	7
Cc1c(C(=O)N2CCOCC2)c(S(=O)(=O)Nc2ccc(Br)cc2F)c(C)n1C
→ 1.1	-1.2	0	3	-0.2	1	12	1.2	13
CC(C)N1C(=O)C2C(c3ccccc3O)NC(C)(C(=O)O)C2C1=O (stereo not drawn)
→ -0.4	-2.1	-15	-2	-0.3	3	9	-2.0	10
COc1cccc(-c2cnc3c(NC(C)=O)cc(-c4ccsc4)cn23)c1
→ .	-2.7	-5	-1	-1.7	5	12	0.3	2
O=C(Nc1cnn(Cc2ccc(F)cc2)c1)C(c1ccccc1)c1ccccc1
→ .	-4.2	-4	10	-2.1	0	29	1.7	0
O=C(OCCN(C1=NS(=O)(=O)c2ccccc21)c1ccccc1Cl)c1ccc(Cl)cc1
→ 2.1	-22	-4	4	-1.1	0	3	0.1	-8
CCCC[n+]1c(C)sc2ccc(C)cc21
→ -0.8	-1.1	-12	8	.	3	20	3.3	-4
COc1cc(C2Nc3ccc4ncccc4c3C3=C2C(=O)CC(C)(C)C3)cc(OC)c1O (stereo not drawn)
→ -1.6	-2.1	1	-17	.	3	1	-0.7	15
O=C(CS(=O)(=O)c1ccccc1)NCc1ccc(Cl)cc1
→ -5.2	.	-2	-1	-1.0	5	-4	-0.9	6

Filtered by structure: those above containing a thiophene ring, fused or not
Results follow in this order: UGM FP inh	FadD28 binding	BoNT-F LC inh	PrPC TRFRET	BioA inh	FBA Mtb inh	CCHF vOTU inh	BoNT-A LC inh2	GDH-TPI inh
COc1cccc(CCOC(=O)c2c(-c3ccsc3)oc3c2C(OC(C)=O)CCC3)c1 (stereo not drawn)
→ .	.	-1	2	.	.	10	-0.1	.
N#Cc1ccccc1NC(=O)Nc1cccs1
→ -0.1	3.1	4	-7	.	6	4	0.2	2
COc1cccc(-c2cnc3c(NC(C)=O)cc(-c4ccsc4)cn23)c1
→ .	-2.7	-5	-1	-1.7	5	12	0.3	2

Remaining list, next part:
Results follow in this order: UGM FP inh	FadD28 binding	BoNT-F LC inh	PrPC TRFRET	BioA inh	FBA Mtb inh	CCHF vOTU inh	BoNT-A LC inh2	GDH-TPI inh
CCc1ccc(NCCC(=O)c2ccc(Cl)cc2)cc1
→ 0.1	0.6	-8	3	0.2	2	-10	-0.6	6
c1ccc(-c2nc3cc4ccccc4cc3[nH]2)nc1
→ 0.1	-3.6	-4	-7	-0.4	6	3	-1.9	16
CCn1c(SCC(=O)N2CCCCCC2)nc2c([nH]c3ccccc32)c1=O
→ 0.4	-0.9	-4	2	0.6	2	-4	-0.4	18
O=C(CN1CCN(c2ccccn2)CC1)NCc1cccs1
→ 0.3	-0.3	-6	-4	1.9	4	5	-1.8	6
CCOC(=O)/C(C#N)=C/c1cc2cc(C)c(C)cc2nc1Cl
→ -1.7	0.4	-4	3	-1.8	3	-6	-0.5	14
COc1ccc(OC)c(NC(=O)c2cc(-c3cc(F)ccc3OCC3CCCO3)n[nH]2)c1 (stereo not drawn)
→ .	-4.5	-13	85*	-1.6	0	14	-0.6	2
COc1ccc(OC)c(NC(=O)Cn2c(=O)n(CC3CCCO3)c(=O)c3cc(OC)c(OC)cc32)c1 (stereo not drawn)
→ -1.9	-0.8	0	3	-0.5	8	-4	-0.2	6
COc1ccc(CNc2ncc(-c3ccc(F)cc3)n2C)c2ccccc12
→ -0.7	-1.8	?	7	2.5	3	3	2.8	11
CC(=O)C1=C(O)C(=O)N(CCc2c[nH]c3ccccc23)C1c1ccccc1 (stereo not drawn)
→ 1.2	-4.4	1	2	.	0	2	-0.6	9
c1coc(CNCc2cccs2)c1
→ 0.1	-2.1	-7	4	0.0	-1	5	-0.4	2
